TRPC6 inh: blocks the mouse TRPC6 cation channel | HEK293-TRPC6, membrane potential dye, ACh-evoked depolarization; active compounds read low | B-score at 10 µM | Q61143 | hit rate 1.1% among 310,000 | AID 2553;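 active = B-score under library mean minus 3 SD, initial fluorescence not abnormally high, positive integrated signal ratio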;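 note: B-score derived from integrated fluorescence ratio over the kinetic read; more negative B-score means stronger inhibition of depolarization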
TRPC4 inh: TRPC4 (mouse) channel inhibition | HEK293 TRPC4beta/mu-opioid, DAMGO-evoked Fluo4 calcium flux; active compounds read low | Q9QUQ5 | B-score at 10 µM | AID 2247 | hit rate 0.39% among 300,000;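 active = B-score over 3 SD under the library average, no early fluorescence shift, positive overall ratio signal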
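System: stable TRPC4beta/mu-opioid receptor HEK293 cells; Dosing: single-point compound dosing; Measured by: Fluo4 Ca2+ flux fluorescence; Read-out basis: per-well B score of integrated baseline-normalized Fluo4 ratio.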
MrgX1 PAM: human MrgX1 positive allosteric modulation, primary screen; B-score at 10 µM; MrgX1-HEK293, Fluo-4 calcium flux, FDSS; active compounds read high; AID 588675; hit rate 0.63% among 310,000; Q96LB2;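 active = plate-corrected calcium response at least 3 library SD above typical, normal starting fluorescence, not activating the receptor alone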;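 note: compound read alongside a low EC10 to EC30 dose of BAM8-22 agonist; peak minus trough fluorescence over baseline measured at the second addition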
Target sequence (Q96LB2 whole entry, looked up): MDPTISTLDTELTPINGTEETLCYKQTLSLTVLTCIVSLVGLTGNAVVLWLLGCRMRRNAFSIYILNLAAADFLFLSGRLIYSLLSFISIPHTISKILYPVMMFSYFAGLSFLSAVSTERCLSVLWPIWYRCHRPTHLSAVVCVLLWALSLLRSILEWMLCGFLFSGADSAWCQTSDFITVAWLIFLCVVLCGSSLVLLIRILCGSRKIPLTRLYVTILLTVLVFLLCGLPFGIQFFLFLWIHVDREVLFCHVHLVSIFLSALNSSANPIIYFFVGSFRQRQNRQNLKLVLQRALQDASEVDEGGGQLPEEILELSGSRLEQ
Platelet DG rel: modulates dense granule release in human platelets. human platelet-rich plasma, SFLLRN dense granule ATP release, luminescence. inhibition, %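 (compounds screened at 7.5 µM in platelet-rich plasma)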. hit rate 0.22% among 300,000;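 active = mean replicate score, as percent of positive control, at or above 50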
RGS4 act: potentiators or activators of RGS4 | HEK293 M3R/inducible RGS4, carbachol calcium flux Fluo4; active compounds read low | B-score at 10 µM | hit rate 0.92% among 310,000;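 active = B-score of the integrated calcium signal more than 4 SD below the library mean, with starting fluorescence not abnormally high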;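 note: negative B-score means reduced calcium response which marks RGS4 activation or potentiation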
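System: HEK293 FlpIn-TREx cells, stable M3R, doxycycline-inducible RGS4. Timing: overnight RGS4 induction, 30 min dye load 37 °C, 20 min compound RT. Also added: carbachol, ECmax concentration. Measured by: Fluo4 fluorescence kinetic imaging of calcium. Evaluation: integrated calcium ratio converted to B score.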
TRPC6 activator: mouse TRPC6 channel activation | AID 2550 | HEK293-TRPC6 membrane potential dye fluorescence; active compounds read high | hit rate 0.13% among 310,000 | B-score at 10 µM | Q61143;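 active = B-score of the integrated fluorescence ratio above library mean plus 3 SD, and starting fluorescence ratio within library mean plus 5 SD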;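 note: higher score means more depolarization so channel activation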
RGS4 block: inhibitors of human RGS4; HEK293 M3R/RGS4 inducible, Fluo-4 calcium flux; active compounds read high; triggered by carbachol at its EC20; B-score at 10 µM; hit rate 0.45% among 310,000;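 active = B-score, a plate-corrected calcium signal, over three deviations above library mean, with baseline fluorescence within five deviations of library mean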;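 note: RGS4 expression induced by doxycycline in cells with stable M3 receptor; B-score is computed from the integrated fluorescence ratio over baseline after carbachol; higher B-score means a larger calcium signal and so more RGS4 inhibition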
Target sequence (P49798 whole entry, looked up): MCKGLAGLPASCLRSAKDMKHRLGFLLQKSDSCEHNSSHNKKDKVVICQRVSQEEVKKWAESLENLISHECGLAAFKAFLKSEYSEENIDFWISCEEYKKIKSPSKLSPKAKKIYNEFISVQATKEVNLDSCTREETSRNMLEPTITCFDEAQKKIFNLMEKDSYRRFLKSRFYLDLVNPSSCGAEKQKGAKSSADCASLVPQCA
HIF act: HIF pathway transcriptional activation | U2OS HRE-luciferase reporter, luminescence; normalized: DMSO 0%, desferrioxamine 100% | activation, % at 7.5 µM (by protocol) | hit rate 0.32% among 300,000;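 active = mean activation of at least 10% of the iron chelator positive control signal, with at least half of replicates also reaching 10%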
MrgX1 ag: human MrgX1 receptor agonism, primary screen; MrgX1-HEK293 cells, Fluo-4 calcium fluorescence, agonist mode; active compounds read high; AID 588627; Q96LB2; hit rate 0.44% among 310,000; B-score at 10 µM;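 active = calcium response B-score plate-corrected fluorescence ratio at least 3 library SD, with starting fluorescence B-score inside 5 SD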
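Material: MrgX1-expressing HEK293 cells; input: 15,000 cells per well; doses: test compound given as first of three sequential additions; schedule: overnight plating before 1 h dye loading; technique: Fluo-4 NW calcium-flux fluorescence, kinetic read; evaluation: baseline-normalised fluorescence change ratio, B-scored; control set: plate-wise positive and negative controls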
SKKanGAS inh: SKKanGAS growth inhibition; AID 1662; hit rate 1.3% among 300,000; inhibition, % at 7.5 µM; S. pyogenes SKKanGAS, kanamycin growth, BacTiter-Glo, 6 h;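 active = mean replicate score, as percent of positive control median, at least 50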;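 note: strain carries kanamycin resistance gene driven by streptokinase promoter and grows in 40 µg/ml kanamycin; loss of luminescence reflects streptokinase promoter inhibition or plain growth inhibition; 0% = median of DMSO wells and 100% = positive control at its reference dose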
MrgX1 antag: antagonists of human MrgX1 receptor. Q96LB2. MRGX1-HEK293 calcium flux, Fluo-4, BAM8-22 antagonism; active compounds read low. B-score at 10 µM. hit rate 1.3% among 310,000. AID 588676;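 active = calcium-response B-score plate-corrected more than 3 library SD below zero, starting fluorescence within 5 deviations, no agonist response on first addition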;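 note: peak minus trough fluorescence over baseline after final BAM8-22 challenge near maximal dose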
Active calls of the source: *; i = inactive; . = no result given.

SMILES,TRPC6 inh,TRPC4 inh,MrgX1 PAM,Platelet DG rel,RGS4 act,TRPC6 activator,RGS4 block,HIF act,MrgX1 ag,SKKanGAS inh,MrgX1 antag
COc1cc(C(=O)Nc2ccccc2N2CCOCC2)ccc1OCC(=O)N1CCOCC1,i,i,i,-15,i,i,i,0.3,i,-11,i
COc1cc(/C=N/NC(=O)c2ccc3nc[nH]c3c2)cc(OC)c1OC,i,i,i,3,i,i,i,0.3,i,1,i
c1ccc(-c2ccc(SCc3cccnc3)nn2)nc1,i,i,i,1,i,i,i,3.3,i,-2,i
Clc1ccc(-c2nnc(CSc3nnc(-c4cccs4)n3Cc3ccccc3)o2)cc1,i,i,i,-6,i,i,i,-0.3,i,-19,i
CCOC(=O)NCN1C(=O)C2C3C=CC(C3)C2C1=O (stereo not drawn),i,i,i,-2,i,i,i,-0.2,i,5,i
Cc1cccc2cc(CN(Cc3ccccc3)C(=O)c3cccc(F)c3)c(Cl)nc12,i,i,i,3,i,i,i,-2.2,i,25,i
Cc1sc(N/N=C/c2cccnc2)nc1-c1ccc(Cl)cc1,i,i,i,3,i,i,i,0.6,i,17,i
O=C(Nc1ccc2oc(-c3cccnc3)nc2c1)c1cc2ccccc2o1,i,i,i,-2,i,i,i,0.0,i,-3,i
Cc1ccc(NC(=O)C2CCCN(S(=O)(=O)c3ccc(-n4cnnn4)cc3)C2)cc1 (stereo not drawn),i,i,i,1,i,i,i,-0.3,i,-6,i
NC(=O)c1ccc(NC(=O)COC(=O)c2c3c(nc4ccccc24)/C(=C\c2cccs2)CCC3)cc1,i,i,i,12,i,i,i,0.0,i,91*,i
Cc1ccc(C(=O)Nc2nc(=O)n(C(=O)c3ccccc3C)s2)cc1,.,.,i,3,.,.,.,1.4,i,20,i
Cc1nc(NC(=O)c2ccc(OCC(C)C)cc2)sc1Cc1ccc2c(c1)OCO2,i,i,i,13,i,i,i,3.3,i,26,i
O=C1N=c2ccccc2=C1c1sc(=S)n(CC2CCCO2)c1O (stereo not drawn),i,i,i,-6,i,i,i,-0.2,i,-12,i
O=C1CN(C(=O)c2ccc(F)c(S(=O)(=O)N3CCOCC3)c2)c2ccccc2N1,i,i,i,-10,i,i,i,0.1,i,0,i
CC(=O)c1sc(-c2ccc(Cl)cc2)nc1C,i,i,i,2,i,i,i,3.1,i,-1,i
O=C(CCN1CCN(S(=O)(=O)c2cccc([N+](=O)[O-])c2)CC1)Nc1ccccc1F,i,i,i,1,i,i,i,0.5,i,17,i
O=S(=O)(c1ccc(Nc2ccc(-c3ccc4c(c3)OCCO4)nn2)cc1)N1CCCC1,i,i,i,2,i,i,i,3.3,i,7,i
CSCCC(C(=O)OC1CCOC1=O)N1C(=O)c2ccccc2C1=O (stereo not drawn),i,i,i,0,i,i,i,-1.0,i,-4,i
O=C(NCC(c1cccs1)N1CCOCC1)c1ccc([N+](=O)[O-])cc1 (stereo not drawn),i,i,i,-12,i,i,i,0.1,i,-4,i
CC(C)C(NS(=O)(=O)c1ccc2c(c1)OCCCO2)C(=O)O (stereo not drawn),i,i,i,11,i,i,i,-3.1,i,-2,i
CC(=O)c1cccc(NC(=O)CC2S/C(=N/N=C3CCCCCC3)NC2=O)c1 (stereo not drawn),i,i,i,3,i,i,i,-0.1,i,11,i
O=C1CC(Nc2ccc(N3CCOCC3)cc2)C(=O)N1C1CCCCC1 (stereo not drawn),i,i,i,12,i,i,i,-0.3,i,-2,i
N#Cc1ccc(CSc2ncnc3c2cnn3Cc2ccccc2)cc1,i,i,i,.,i,i,i,-0.1,i,7,i
CSC(=NC#N)N1CCN(c2c(C)cccc2C)CC1,i,i,i,-2,i,i,i,0.2,i,26,i
Cc1cc(C)n(CCc2nc(-c3ccc(C(C)(C)C)cc3)cs2)n1,i,i,i,-1,i,i,i,-0.1,i,19,i
COC(=O)c1ccccc1NC(=O)CSc1nnc(-c2cccc(NC(C)=O)c2)n1C,i,i,i,-7,i,i,i,-0.2,i,-10,i
O=C(c1c(F)cccc1F)N1CCC(O)(c2ccc(F)cc2)CC1,i,i,i,2,i,i,i,0.1,i,-1,i
Cn1c(=O)cc(OCCCC(=O)NCCCN2CCN(Cc3ccccc3)CC2)c2ccccc21,i,i,i,-4,i,i,i,0.3,i,-15,i
CCn1c(CSCc2ccc(Cl)cc2)n[nH]c1=S,i,i,i,-6,i,i,i,0.0,i,-3,i
COC(=O)C1=C(O)CSC1=Nc1cccc(C(F)(F)F)c1,i,i,i,6,i,i,i,-0.4,i,1,i
CCOC(=O)c1c(C)n(-c2ccc(C)cc2)c2c(CC(C)=O)c(Br)c(OC)c(O)c12,i,i,i,1,i,i,i,-0.4,i,-4,i
CSc1nc(Cl)cc(N(CCO)CCO)n1,i,i,i,5,i,i,i,-0.2,i,-2,i
O=C(c1ccc([N+](=O)[O-])cc1)N1CCSC1c1cccc(Cl)c1 (stereo not drawn),i,i,i,-3,-7.5*,i,i,-0.3,i,0,i
CCC1=C(OC(=O)N(CC)CC)N2C(=O)OC(=NCCc3c[nH]c4ccccc34)[C@]2(Cc2ccccc2)[C@H]2C1=CC[C@H]1C(=O)N(CC(=O)OC)C(=O)[C@H]12,i,i,i,-18,i,i,i,-2.4,i,17,i
Cc1cccc(NC(=O)c2sc(Cl)nc2-c2ccccc2)c1,i,i,i,2,i,i,i,-0.2,i,67*,i
Cc1nc([N+](=O)[O-])cn1Cc1cccc([N+](=O)[O-])c1,i,i,i,3,i,i,i,-0.1,i,4,i
COc1cc(/C=C/C(=O)C2C(=O)C=C(C)OC2=O)cc(OC)c1O (stereo not drawn),i,i,i,4,i,i,i,-0.3,i,5,i
CCCCn1c(N)c(N(CC)C(=O)c2cccc(C)c2)c(=O)[nH]c1=O,i,i,i,-10,i,i,i,-0.3,i,1,i
O=c1c(CN2CCN(Cc3ccccc3)CC2)coc2ccc(Cl)cc12,i,i,i,3,i,i,i,-3.9,i,-3,i
CCOC(=O)CSc1nc2cc(C)ccc2cc1C#N,i,i,i,4,i,i,i,5.0,i,-6,i
Cc1cc(C(=O)Cn2nnc3ccccc3c2=O)c(C)n1-c1c(C)n(C)n(-c2ccccc2)c1=O,i,i,i,-6,i,i,i,-0.3,i,0,i
Cc1c(C(=O)NCC2CCCO2)oc2ccc(Br)cc12 (stereo not drawn),i,i,i,-4,i,i,i,2.3,i,3,i
CCOC(=O)c1sc(NC(=O)c2cc(-c3cccc(O)c3)on2)c(C(=O)OCC)c1C,i,i,i,-15,i,i,i,0.0,i,3,i
COc1ccc(C(C)=O)cc1CSc1nnc2c(Cl)cc(Cl)cn12,-7*,i,i,-7,i,i,i,-0.3,i,7,i
N#CC1(NC(=O)COC(=O)c2ccccc2SCC(=O)N2CCCC2)CCCCC1,i,i,i,17,i,i,i,-0.2,i,1,i
CCCOc1ccc(N)cc1N,i,i,i,34,i,i,i,2.6,i,10,-6.7*
COc1ccc(-n2nc(C(=O)NCC(=O)Nc3cc(OC)c(OC)c(OC)c3)c3ccccc3c2=O)cc1,i,i,i,-2,i,i,i,-0.2,i,11,i
COc1cc(/C=C2\SC(=S)N(CCC(=O)N3CCCCC3)C2=O)cc(OC)c1OC,i,i,i,0,i,i,i,1.0,i,1,i
CC(C)CN(CC(C)C)C(=O)Nc1cccc([N+](=O)[O-])c1,i,i,i,2,i,i,i,0.2,i,-2,i
CN(C)Cc1ccc(F)cc1Sc1ccc(Cl)cc1Cl,i,i,i,5,i,i,i,-0.7,i,4,i
COc1ccc2[nH]c3c(c2c1)CN(C)CC3,i,i,i,0,i,i,i,-0.2,i,3,i
CCOc1cc(/C=N/NC(=O)c2cccnc2)ccc1O,i,i,i,-1,i,i,i,-0.1,i,-1,i
CCCc1ccc(OCc2ccc(C(=O)N3CCSCC3)o2)cc1,i,i,i,1,i,i,i,4.7,i,10,i
CCOC(=O)N1CCC(NC(=O)C2CCN(C(=O)N3CC(C)Oc4ccccc43)CC2)CC1 (stereo not drawn),i,i,i,0,i,i,i,-0.3,i,-6,i
CC(=O)Nc1cccc2c1C(=O)N(c1cccc(OC(C)=O)c1)C2=O,i,i,i,-2,i,i,i,1.8,i,-1,i
Cc1ccc(C)c(NS(=O)(=O)c2ccc(-c3coc(C)n3)cc2)c1,i,i,i,3,i,i,i,-0.7,i,-1,i
CCC1c2ccc(C)n2CCN1C(=O)Nc1ccccc1OC (stereo not drawn),i,i,i,-4,i,i,i,0.1,i,3,i
Cc1cc2nccc(-c3ccccn3)n2n1,i,i,i,1,i,i,i,0.7,i,-3,i
Cc1cc(C(F)(F)F)nn1CC(=O)Nc1cccnc1,i,i,i,0,i,i,i,-0.2,i,-2,i
COc1ccc(-n2nnc3c(=O)n(CC(=O)N4CCCc5ccccc54)cnc32)cc1,i,i,i,0,i,i,i,0.2,i,-6,i
O=C(Cc1ccccc1C(=O)O)Nc1cccc2ccccc12,i,i,i,3,i,i,i,1.2,i,2,i
